Source: PubChem BioAssay (several laboratories)
NR5A2 inv ag: inverse agonists of human LRH-1 (NR5A2); HEK293T StAR-luciferase reporter, LRH-1 transfected, 24 h; inhibition, % at 3.6 µM; 360,000 compounds, 0.13% hits; AID 602396;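 active = inhibition above the mean inhibition of all tested compounds plus 3 SD, cut at about 73% in these data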;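 note: 0% = DMSO wells and 100% = reporter-only cells lacking LRH-1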
Exocytosis inh: lytic granule exocytosis inhibition; 360,000 compounds, 0.66% hits; TALL-104 LAMP-1 surface exposure, flow cytometry; cells stimulated with thapsigargin and PMA; AID 651702; inhibition, % at 10 µM;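 active = inhibition above about 55%, limit read from the data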
TROY NFkB inh: TROY signaling inhibition; Q293 LMP1-TROYcd NF-kB luciferase reporter, 4 h; inhibition, % at 10 µM; 360,000 compounds, 0.98% hits;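 active = compounds whose plate-normalised and pattern-corrected inhibition of the luciferase reporter signal at the single screening dose is 50% or more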
NCOA3 inh: inhibits human SRC3 coactivator | AID 588352 | inhibition, % at 3.6 µM | Q9Y6Q9 | 360,000 compounds, 0.17% hits | HEK293 GAL4-SRC3 luciferase reporter, luminescence;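 active = inhibition above a per-campaign cutoff, the mean of all compounds plus 3 SD, cut at about 60% in these data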;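 note: 0% = DMSO-treated cells and 100% = gossypol-treated cells at 36 µM; higher means less SRC3-driven luciferase light from the GAL4 reporter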
SRC2 inh: human SRC2 (NCOA2) inhibition. inhibition, % at 9 µM. HEK293 GAL4-SRC2 luciferase reporter, luminescence. 370,000 compounds, 0.17% hits;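 active = inhibition above the mean inhibition of all tested compounds plus 3 SD, set per campaign, cut at about 52% in these data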;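 note: 0% = DMSO treated cells and 100% = cells given Gossypol at 36 µM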
ABHD5 PLIN5 PPI: inhibitors of human ABHD5-perilipin-5 interaction; 360,000 compounds, 0.78% hits; inhibition, % at 4 µM; AID 602281; Split G. princeps luciferase complementation, luminescence, 4 h;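 active = inhibition above the mean inhibition across every tested compound plus 3 SD, cut at about 22% in these data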;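 note: 0% = DMSO only wells and the 100% control is not disclosed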
Target sequence (Q00G26 whole entry, looked up): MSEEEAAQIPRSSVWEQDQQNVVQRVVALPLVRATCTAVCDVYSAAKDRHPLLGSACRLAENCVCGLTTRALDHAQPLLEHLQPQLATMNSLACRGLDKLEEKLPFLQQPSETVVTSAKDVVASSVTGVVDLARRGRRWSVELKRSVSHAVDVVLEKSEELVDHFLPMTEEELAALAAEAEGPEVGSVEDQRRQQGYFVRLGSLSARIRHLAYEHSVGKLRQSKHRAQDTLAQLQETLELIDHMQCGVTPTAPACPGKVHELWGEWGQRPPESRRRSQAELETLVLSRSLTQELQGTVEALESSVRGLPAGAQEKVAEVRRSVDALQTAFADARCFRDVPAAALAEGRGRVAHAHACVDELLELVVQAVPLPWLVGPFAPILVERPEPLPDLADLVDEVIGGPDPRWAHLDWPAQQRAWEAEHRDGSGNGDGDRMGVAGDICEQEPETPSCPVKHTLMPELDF
Target sequence (Q8WTS1 whole entry, looked up): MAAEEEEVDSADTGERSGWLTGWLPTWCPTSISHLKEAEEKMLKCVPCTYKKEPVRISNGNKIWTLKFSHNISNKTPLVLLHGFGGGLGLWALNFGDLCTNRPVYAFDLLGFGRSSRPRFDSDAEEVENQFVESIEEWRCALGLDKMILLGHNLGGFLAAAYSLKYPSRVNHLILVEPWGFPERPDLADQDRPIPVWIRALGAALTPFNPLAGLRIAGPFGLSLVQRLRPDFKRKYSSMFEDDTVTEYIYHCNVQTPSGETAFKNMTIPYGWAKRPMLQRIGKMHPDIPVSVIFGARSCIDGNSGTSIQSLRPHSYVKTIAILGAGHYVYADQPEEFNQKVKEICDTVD
NOD2-RIPK2 inh: NOD2-RIPK2 protein interaction inhibition; 360,000 compounds, 0.38% hits; inhibition, % at 4.98 µM; AID 624267; CHO BLA complementation NOD2-RIPK2, CCF4 ratio; in the data active = inhibition above about 21%;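 note: 0% = vehicle only and 100% = reference blocker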
NCOA1 inh: human NCOA1 inhibition; Q15788; HEK293 GAL4-SRC1 luciferase reporter, luminescence; inhibition, % at 3.6 µM; 360,000 compounds, 0.12% hits;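 active = inhibition above the campaign mean plus 3 SD, with each screening campaign given its own cutoff, cut at about 60% in these data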;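 note: 0% = DMSO treated cells and 100% = gossypol at 36 µM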
TLR9-MyD88 block: blocks human TLR9 binding to MyD88; Q9NR96+Q99836; CHO BLA complementation TLR9-MyD88, CCF4 FRET ratio; inhibition, % at 4.98 µM; 340,000 compounds, 0.21% hits; AID 504734;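 active = inhibition above the mean over all tested compounds plus 3 SD, cut at about 21% in these data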;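 note: 0% = DMSO only wells and 100% = clavulanate BLA inhibitor control wells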
COUP-TFII inh: blocks human COUP-TFII nuclear receptor | P24468 | HEK293T NGFI-A luciferase reporter, luminescence | inhibition, % at 8.6 µM | 370,000 compounds, 0.7% hits | AID 686940;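 active = inhibition above a per-plate cutoff, mean inhibition of test wells between control levels plus 3 SD, cut at about 38% in these data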;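 note: cells cotransfected with COUP-TFII expression vector driving the NGFI-A reporter; 0% = median of COUP-TF2 test wells and 100% = reporter-only cells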
TWEAK-Fn14 inh: TWEAK-Fn14 signaling inhibition; TWEAK-stimulated Fn14 reporter cells, luciferase luminescence, 8 h; inhibition, % at 10 µM; AID 1159606; 360,000 compounds, 2% hits; in the data active = inhibition above about 50%
An asterisk follows results filed as active; . = no result given.

nr | compound | NCOA1 inh | TROY NFkB inh | COUP-TFII inh | SRC2 inh | TWEAK-Fn14 inh | Exocytosis inh | NOD2-RIPK2 inh | NCOA3 inh | TLR9-MyD88 block | NR5A2 inv ag | ABHD5 PLIN5 PPI
1 | O=C(NC1=NC2CCCCC2N1)c1ccccc1 (stereo not given) | -137 | 44 | -65 | -36 | 76* | -2 | -3 | -76 | -2 | -112 | -2
2 | COc1ccc2[nH]c(=O)c(CN(Cc3cccs3)Cc3nnnn3C(C)(C)C)cc2c1 | -13 | -37 | 18 | -18 | 13 | 2 | -12 | 24 | 2 | 26 | -5
3 | CCCCCOC(=O)Cn1c(SCC(=O)Nc2ccccc2)nc2c1c(=O)[nH]c(=O)n2C | 12 | 18 | 4 | -8 | -1 | 5 | -9 | 11 | 0 | 9 | 4
4 | COc1ccc(-c2nnc(SCc3ncc(-c4ccccc4)o3)o2)cc1 | -3 | 25 | 7 | -2 | 10 | -1 | -3 | -9 | 4 | -26 | -5
5 | Cc1onc(-c2ccccc2)c1C(=O)Nc1ccc(S(=O)(=O)N2CCCC2)cc1 | 2 | 1 | 13 | -5 | 2 | -3 | -2 | 20 | -3 | 10 | 1
6 | COc1ccc(-n2nc([N+](=O)[O-])c(=NCCc3ccc(Cl)cc3)n2O)cc1 | -22 | 5 | 6 | -15 | -20 | -2 | 9 | -3 | 7 | -22 | -4
7 | COC(=O)c1cc(C(=O)CSc2nc(C)cc(C)n2)ccc1O | 10 | 1 | 8 | -20 | 15 | -2 | 1 | 17 | -3 | 2 | 3
8 | CCC1Oc2ccccc2N(CC(=O)NCCCN2CCN(Cc3ccccc3)CC2)C1=O (stereo not given) | 11 | -28 | -1 | 1 | 7 | -2 | -6 | -1 | -1 | 12 | 5
9 | C/C(N)=C(/C#N)C(=O)COC(=O)C1=NN(c2ccccc2)C(=O)CC1 | 1 | -6 | 4 | 4 | -1 | 51 | -8 | -15 | 3 | -13 | 2
10 | OC(c1ccccc1)c1ncc(-c2ccc(C(F)(F)F)cc2)[nH]1 (stereo not given) | -20 | -52 | 5 | -57 | -23 | -1 | -12 | -32 | . | -26 | -10
11 | CCCCNC(=O)CSc1nnc(NC(C)=O)s1 | -5 | -4 | 2 | -20 | -5 | 0 | -9 | 13 | -5 | 11 | -5
12 | NS(=O)(=O)c1ccc(N/N=C/c2ccc(O)cc2O)c([N+](=O)[O-])c1 | 2 | -5 | -15 | 7 | -79 | 4 | -5 | -24 | -8 | 9 | 7
13 | CC(C)c1ccc(NS(=O)(=O)c2ccc3c(c2)oc(=O)n3C)cc1 | -74 | 9 | 16 | 27 | 5 | -5 | 10 | 5 | -4 | -4 | -11
14 | COc1cc(/C=N/Nc2cccc3cccnc23)cc(OC)c1O | -93 | 18 | -3 | -35 | -32 | 2 | -15 | -72 | -3 | -46 | 1
15 | C=CC[C@@H](CC(=O)N[C@@H](CO)Cc1ccccc1)C(=O)N[C@H](COC(=O)[C@H](CC=C)CC(=O)OC(C)(C)C)Cc1ccccc1 | -3 | 10 | -6 | -31 | 20 | -1 | -7 | 17 | 1 | -12 | -7
16 | CCCC(=O)Nc1nc(C)c(-c2csc(Nc3ccccc3C)n2)s1 | -14 | -1 | 8 | -28 | -13 | 4 | -8 | -3 | 2 | 4 | -14
17 | CCOC(=O)C1=C(C2=CCCCC2)c2ccc(OC)cc2N(S(=O)(=O)C(F)(F)F)C1C(=O)OCC (stereo not given) | 1 | -6 | . | . | -9 | 23 | 0 | 1 | -19 | 11 | 4
18 | CC(C)(C)c1[nH]nc2c1C(c1ccsc1)C(C#N)=C(N)O2 (stereo not given) | -38 | 8 | 5 | -11 | 16 | 3 | -11 | -1 | 1 | -1 | -6
19 | O=C(c1cccc(S(=O)(=O)N2CCOCC2)c1)N(Cc1ccco1)Cc1cccs1 | 0 | 16 | 9 | -9 | 25 | -2 | 7 | -14 | 4 | -4 | 7
20 | O=C(COC(=O)c1cncc(Br)c1)NCc1cccs1 | -8 | -5 | -5 | 12 | -9 | 1 | -7 | 6 | -8 | -6 | -8
21 | CCCCn1c(SCC(=O)NCc2ccco2)nc2ccc(N3CCOCC3)cc2c1=O | -13 | -22 | 18 | 6 | 16 | 0 | 0 | -2 | -1 | 9 | 5
22 | O=C(NCCN1CCOCC1)c1ccc(Cl)c(S(=O)(=O)N2CCCCC2)c1 | 2 | 19 | -3 | 8 | 10 | -1 | -3 | 3 | 15 | -8 | 8
23 | Cc1ccc2[nH]c(=O)c(NC(N)=S)nc2c1 | 5 | -17 | -13 | -4 | 5 | 8 | -2 | -8 | -5 | -2 | -5
24 | COc1cccc(/C=C/C(=O)NNC(=O)c2ccncc2)c1 | 24 | -10 | 5 | -3 | 14 | -1 | 0 | 9 | 0 | 5 | 12
25 | Cc1cc(C)cc(OCc2nnc(N)s2)c1 | 0 | -25 | -38 | 0 | -20 | 3 | -6 | 11 | -3 | -24 | 8
26 | CCOC(CCNC(=O)c1cc2c(=O)[nH]c3ccccc3c2s1)OCC | -12 | 4 | -8 | -15 | -9 | -2 | 6 | -22 | 8 | 18 | -6
27 | CCCc1nc(SCC(=O)Nc2ccccc2)c2c(=O)n(C)c(=O)n(C)c2n1 | 5 | 9 | 5 | 9 | -13 | 8 | -13 | -16 | -1 | 21 | 10
28 | COc1ccc(S(=O)(=O)N(C)C)cc1NC(=O)CCNC(=O)c1ccccc1OC | -14 | 22 | -5 | -6 | 18 | -1 | -6 | -4 | -2 | -4 | 0
29 | CCCS(=O)(=O)c1c(S(=O)(=O)CCC)c2cc(CC)ccn2c1C(=O)OC | -1 | 3 | 20 | 5 | -24 | 0 | 2 | -9 | 2 | 2 | 1
30 | FC(F)(F)C(F)(F)C(F)(F)c1nc2nc(Cl)c(Cl)nc2[nH]1 | -2 | 3 | -18 | 17 | -7 | 4 | 0 | -1 | -1 | 11 | 2
31 | Cc1cc(NC(=O)CSc2nc3ccc(Cl)cc3[nH]2)no1 | -14 | -16 | 1 | -32 | 8 | 2 | -2 | 6 | -2 | 2 | 9
32 | COc1ccc(N=C2SC(CC(=O)Nc3ccccc3OC)C(=O)N2Cc2ccco2)cc1 (stereo not given) | -31 | -1 | -8 | 0 | -2 | -5 | -1 | 4 | 2 | 16 | 8
33 | COc1cc(/C=N/NC(N)=O)cc(Br)c1OCc1ccccc1C | -12 | -14 | -18 | 11 | -27 | 0 | -12 | 9 | 2 | 21 | -2
34 | O=C(OCC(=O)N1CCN(c2ccccc2)CC1)c1cc(Br)ccc1Cl | 4 | -10 | -19 | -41 | -35 | -5 | -20 | 1 | -1 | 6 | 2
35 | COc1ccc(C(=O)C2CCCN(C(=O)c3cnsn3)C2)c(C)c1 (stereo not given) | -1 | -11 | 13 | -14 | -14 | -2 | -13 | 3 | 2 | 2 | 4
36 | CC(C)(CO)NCC(O)COc1ccc2c(c1)CCC2 (stereo not given) | 4 | -5 | 22 | -7 | 7 | -4 | -4 | 11 | -6 | -8 | 5
37 | C[C@@]12CCC3[C@@](CCC4[C@@]3(C)CCC[C@@]4(C)C(=O)Nc3ccc(Cl)cc3)(CC1=O)C2 (stereo not given in full) | -7 | 0 | -1 | 0 | -10 | -11 | 0 | 6 | 0 | 23 | -5
38 | CCOC(=O)c1[nH]ncc1CN1CCCC(C(=O)c2cc(Cl)ccc2OC)C1 (stereo not given) | -8 | 20 | -9 | 9 | 3 | 0 | -7 | 16 | -6 | -7 | 2
39 | CC(=O)Nc1ccc(NC(=O)C(C)OC(=O)CN(C)S(=O)(=O)c2ccc(Cl)cc2)cc1 (stereo not given) | -10 | 2 | -7 | -19 | 6 | 4 | -11 | -32 | -9 | -4 | 6
40 | CCC(c1nnnn1-c1ccc2c(c1)OCCO2)N1CCN(c2ccccc2OC)CC1 (stereo not given) | . | 2 | 11 | 3 | 6 | -7 | -4 | . | . | -28 | -1
41 | Cc1ccc(S(=O)(=O)NN2CCCCCC2)cc1 | -7 | 40 | 11 | 9 | 23 | 13 | -10 | 2 | 8 | -7 | -12
42 | O=c1c2ccccc2cnn1Cc1n[nH]c(=S)n1C1CC2CCC1C2 (stereo not given) | 25 | -6 | 13 | 4 | 0 | 0 | -10 | 2 | 1 | -6 | -1
43 | CCCCc1nc(C(N)=O)c2[nH]c(=O)n(-c3ccccc3F)c2n1 | 7 | -7 | . | . | -27 | -13 | 1 | 0 | 9 | 0 | -1
44 | O=C1C(=Cc2ccco2)CCCC1=Cc1ccco1 | -48 | -3 | -17 | -64 | 12 | 6 | -3 | -55 | -5 | 5 | 39*
45 | CCc1ccc(C(C)(O)C(CN2CCOCC2)c2ccccc2)cc1 (stereo not given) | -11 | 5 | 7 | -22 | 4 | 4 | 13 | 9 | -3 | 12 | 0
46 | O=C(COC(=O)C1=COCCO1)NC1CCCCCCC1 | -18 | -23 | -11 | -49 | 2 | 5 | 1 | -11 | 7 | 12 | 1
47 | O=C(CCN1C(=O)/C(=C/c2ccc(Cl)cc2)SC1=S)NCCCn1ccnc1 | -14 | -32 | -13 | 22 | 18 | 7 | 8 | -7 | 0 | -4 | -4
48 | O=C1CCC(c2ccc(-n3ccnc3)cc2)=NN1 | -10 | 1 | -5 | -9 | 5 | -3 | -6 | -25 | 7 | -6 | -1
49 | COc1ccc(S(=O)(=O)N2CCC(C(=O)NCCc3ccccc3)CC2)cc1OC | -9 | 11 | -12 | 12 | -3 | 6 | -2 | 0 | -1 | 7 | -3
50 | O=C(NC1CCCCCC1)c1ccc(CS(=O)(=O)Cc2ccc(F)cc2)o1 | -13 | -29 | 5 | -28 | -13 | -1 | -2 | -15 | 8 | 5 | -3
51 | CSCCC(NC(=O)COc1ccccc1)C(=O)NCC1COc2ccccc2O1 (stereo not given) | -16 | 3 | 28 | -11 | -18 | 0 | -6 | 17 | -2 | -5 | -2
52 | CC(C)N(C(=O)Cn1cc(S(=O)(=O)CC(=O)NCCc2ccccc2)c2ccccc21)C(C)C | 22 | 7 | 1 | -21 | 0 | 3 | 0 | 9 | -1 | -9 | -1
53 | O=C(NCC(=O)N1CCCCCC1)c1ccc(Cl)cc1 | -42 | -39 | -16 | -38 | -19 | 1 | -12 | -49 | 0 | -76 | 5
54 | Cc1nc(-c2ccc(F)cc2)c(CC(=O)N2CCN(S(=O)(=O)c3cccc(Cl)c3)CC2)s1 | -2 | 6 | 25 | -11 | -8 | -4 | 7 | -2 | 10 | 15 | -1
55 | COc1ccc(Cl)cc1S(=O)(=O)NCCCn1ccnc1 | -22 | 1 | -20 | 4 | -1 | -4 | 2 | -10 | -7 | 7 | 2
56 | Cc1cc(Cl)ccc1NC(=O)COC(=O)c1cc([N+](=O)[O-])ccc1N1CCOCC1 | 4 | -3 | -1 | -8 | -41 | -3 | 0 | 11 | -12 | 37 | 1

Only part of the results is shown; count on the stated rates, not on these rows.
